Screening results: PubChem, several laboratories
AID2073: disruptors of CaV2.2 binding to Mint1 – biochemical, HTRF (AID 2073). HTRF protein-protein interaction, Mint1-CaV2.2; higher % means a stronger effect. one-dose inhibition, % at 20 µM; IC50 in µM for titrated hits. 290,000 tested, 0.19% active; in the data active means inhibition mostly above about 51%, no sharp cut-off; further: some results filed as inactive read as strong as hits
NS5 inhibitors: Dengue-2 NS5 methyltransferase inhibitors, primary screen, biochemical, confirmation dose response (AID 588689); 340,000 tested, 0.3% active; Dengue-2 NS5 methyltransferase capping enzyme assay, biochemical; higher % means a stronger effect; inhibition, % at 25 µM, or IC50 in µM where a hit was titrated; in the data active means a potency from the dose series
XIAP antagonists: small molecules displacing peptide from XIAP – biochemical, IAP family, fluorescence polarization (AID 1018); 200,000 tested, 0.007% active; XIAP BIR domain, fluorescence polarization peptide displacement; higher % means a stronger effect; displacement, % at 20 µM; hits with a dose series show IC50 in µM; in the data active means displacement above about 50%; further: a part of the inactive calls stands beside numbers as strong as those of hits
LYP phosphatase: PTPN22 lymphoid phosphatase activity blockers – biochemical, fluorescence intensity, uHTS (AID 1779); recombinant LYP phosphatase, fluorescence intensity; higher % means a stronger effect; inhibition, % at 11.5 µM; hits with a dose series show IC50 in µM; 290,000 tested, 0.054% active;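 further: plate controls were vehicle with enzyme for no effect and no enzyme for full effect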
Hep lipid drop: hepatic lipid droplet formation modulation | inhibition, % at 6.5 µM | AML12 mouse hepatocytes, oleate lipid droplets, BODIPY imaging | 240,000 tested, 0.4% active;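 active means lipid droplet intensity inhibited by at least 50%, with more than 500 cells counted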
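System: AML12 hepatocytes (mouse). Probe or stimulus: oleic acid at 100 µM to induce lipid droplet formation. Times: overnight treatment with compound plus oleate. Detection: Image-based BODIPY and DAPI two-channel analysis. Evaluation: percent inhibition of filter-corrected integrated lipid droplet intensity per well.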
Myeloid diff MLP: myeloid differentiation induction. calls only at 10 µM. ER-HoxA9 myeloid progenitors, lysozyme-GFP differentiation, flow cytometry. 360,000 tested, 1% active. AID 624256;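 active means normalized GFP-positive differentiation at or above the plate's own cutoff, the solvent-only control mean plus 3 SD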;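 further: cells exposed to compound for four days before flow analysis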
SIAH1 antagonists: Siah-1 peptide-binding antagonists, primary screen, biochemical, fluorescence polarization, rhodamine-plectin, uHTS (AID 1817) | Siah-1 / rhodamine-plectin peptide fluorescence polarization; higher % means a stronger effect | displacement, % at 20 µM, or IC50 in µM where a hit was titrated | 290,000 tested, 0.02% active;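 active means displacement of at least 50% at 20 µM, with a fluorescence ratio check between 0.3 and a set limit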;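 further: plate controls were Siah plus tracer with DMSO for no effect and tracer alone without Siah for full effect; strong numbers were not always called active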
HIV fusion peptide: cell-free HIV fusion peptide-binding blockers – biochemical, uHTS, fluorescence dequenching, primary screen (AID 1986) | inhibition, % at 20 µM; hits with a dose series show IC50 in µM | 290,000 tested, 0.3% active | cell-free peptide binding, fluorescence dequenching, 30 min; higher % means a stronger effect; in the data active means inhibition mostly above about 52%, no sharp cut-off; inactive means mostly below about 76%; further: some results filed as inactive read as strong as hits
NOD2 inhibition: NOD2 signaling inhibitors, cell-based, luminescence, uHTS, HEK293 (AID 1566); 290,000 tested, 0.63% active; HEK293 NOD2/NF-kB luciferase reporter, luminescence; higher % means a stronger effect; inhibition, % at 4 µM, or EC50 in µM where a hit was titrated; further: many of its hits are not listed in these tables
Hep lipid drop cells 6.5 µM: also measured in Hep lipid drop; calls as there; cell count; measured here: cell count, cytotoxicity flag;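 cells counted across two imaged fields per well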
Myeloid diff MLP GFP+ MAC1+ %: also measured in Myeloid diff MLP; calls as there; GFP+ MAC1+ double positive, %; measured here: differentiation confirmed by MAC1 staining
Active calls of the source: *; i = inactive; / = not tested or not shown. Unless noted, no stated cut-off is given here; in the data, active means inhibition above about 50%; inactive means the rest. An excerpt; the hit share may differ from the screen's.

Values run as follows: AID2073	NS5 inhibitors	XIAP antagonists	LYP phosphatase	Hep lipid drop	Hep lipid drop cells 6.5 µM	Myeloid diff MLP	Myeloid diff MLP GFP+ MAC1+ %	SIAH1 antagonists	HIV fusion peptide	NOD2 inhibition
1) NS(=O)(=O)c1ccc(NC(=O)CSc2nc3ccccc3nc2N2CCOCC2)cc1
→ -0.6%	-6.3%	/	-9.5%	-7.8	768	i	2.8	-2.1%	0.4%	20.5%
2) COc1ccc(S(=O)(=O)n2ccnc2)c2cccnc12
→ 10.2%	-9.6%	-1.4%	-11.9%	4.7	706	i	0.0	4.6%	-2.0%	5.4%
3) CC(=O)Nc1ccc2[nH]c(C)c(CC=C(Cl)Cl)c(=O)c2c1
→ 4.2%	-1.6%	-5.0%	-2.8%	2.1	797	i	1.0	2.5%	-0.3%	11.4%
4) c1ccc2c(c1)CC1(CCCC1)n1nnnc1-2
→ 4.1%	-1.6%	-0.8%	-9.6%	/	/	i	4.9	3.8%	1.1%	-10.9%
5) O=C(C1CCCN(S(=O)(=O)c2cccs2)C1)N1CCc2ccccc2C1 (centres undefined)
→ -3.8%	-6.9%	-0.6%	0.4%	-9.0	777	i	0.3	-1.1%	-0.6%	-28.5%
6) C=CCOc1cccc(C2/C(=C(/O)c3ccccc3)C(=O)C(=O)N2CCN2CCOCC2)c1 (centres undefined)
→ -0.1%	1.6%	-0.1%	-7.4%	/	/	i	0.8	1.6%	1.4%	1.8%
7) Cc1cc(NS(=O)(=O)c2ccc(NC(=O)/C=C/c3ccc(C)o3)cc2)nc(C)n1
→ -24.1%	9.2%	-4.0%	-5.4%	8.4	714	i	0.9	10.7%	19.9%	-5.2%
8) CCN(CC)S(=O)(=O)c1ccc(S(=O)(=O)Nc2ccc(C(=O)N3CCCC3)cc2)cc1
→ -1.5%	-3.5%	-2.9%	-13.5%	1.6	759	i	6.2	-3.3%	0.0%	17.3%
9) Cc1cc(C(=O)NNC(=S)NCc2ccco2)nn1C
→ -6.7%	-4.8%	-8.5%	-4.9%	4.6	645	i	0.7	3.5%	-1.0%	19.3%
10) Cc1nc(Nc2c(Cl)cccc2Cl)sc1C(=O)Nc1ccccc1
→ 2.6%	-1.8%	-5.4%	-4.0%	41.8	715	i	0.6	-2.6%	1.1%	0.6%
11) Cc1nn(CC(=O)NCCc2cccs2)c(=O)c2cc3ccccc3n12
→ 25.2%	-17.7%	/	-6.4%	-0.7	697	i	1.3	6.9%	4.5%	-0.6%
12) O=C(Nc1ccccc1)c1ccc(S(=O)(=O)N2CCOCC2)cc1
→ -12.2%	4.8%	-6.6%	-12.0%	0.1	748	i	1.6	-4.1%	1.4%	11.4%
13) Cc1cccc(NC(=S)NNC(=O)COc2ccc(Cl)cc2Cl)c1
→ -3.0%	-5.1%	-3.5%	-6.5%	-13.7	513	i	0.5	-6.4%	-2.3%	-3.7%
14) Cn1c(N)c(C(=O)CSc2nc3ccccc3n2-c2ccccc2)c(=O)n(C)c1=O
→ 9.5%	-6.2%	-5.6%	-7.0%	/	/	i	0.4	14.7%	2.9%	4.4%
15) O=C(CSc1cccc[n+]1[O-])NN(c1ccccc1)c1ccccc1
→ -9.5%	0.0%	/	-9.0%	-25.9	703	i	0.1	3.0%	-0.2%	-1.0%
16) O=C1CC(N2CCN(c3ccccc3)CC2)C(=O)N1CCc1ccccc1 (centres undefined)
→ 7.9%	-1.6%	-3.4%	-8.7%	/	/	i	6.9	-0.5%	-0.7%	8.2%
17) O=C(CCSCc1cccc(Cl)c1)NCCc1ccccc1
→ 5.9%	-2.9%	-6.7%	-10.8%	5.5	724	i	0.9	-1.8%	-1.4%	-0.4%
18) O=C(NC1CCCCCC1)C1c2ccccc2C(=O)N1Cc1ccco1 (centres undefined)
→ -1.9%	-1.6%	-1.5%	-3.7%	/	/	i	3.0	1.6%	-1.1%	7.9%
19) CCC(CC)NC(=O)c1cccc(Br)c1
→ -4.2%	0.8%	0.1%	-3.9%	15.5	694	i	0.8	5.1%	1.1%	23.0%
20) Cn1nc(-c2ccc(S(N)(=O)=O)s2)cc1C(F)(F)F
→ 10.7%	0.8%	/	0.3%	-0.5	705	i	0.4	11.9%	-1.0%	20.2%
21) COc1ccccc1NS(=O)(=O)c1ccc2nc(CCl)[nH]c2c1
→ 17.5%	0.0%	/	-8.2%	15.5	751	i	0.3	1.5%	0.2%	15.8%
22) Nc1nn(-c2ccccc2)nc1C(=O)OCc1ccccc1
→ 8.4%	-4.6%	/	-7.4%	1.9	665	i	0.4	0.2%	0.8%	-24.9%
23) CN(Cc1ccccc1)C(=O)c1cnc2n(c1=O)CCS2
→ 6.4%	3.5%	-8.3%	-2.2%	5.9	728	i	0.7	-5.4%	-2.5%	9.1%
24) CCOC(=O)Cn1c2c(c(-c3ccccc3OC)cc1=O)CCCC2
→ -5.3%	-3.4%	-6.5%	-3.5%	-10.0	606	i	2.3	7.0%	-0.5%	1.2%
25) c1ccc2c(c1)nc(N1CCOCC1)c1ccccc12
→ 12.2%	-4.7%	-6.3%	0.3%	7.9	711	i	0.6	3.3%	-0.5%	3.8%
26) Cc1cc(C)cc(OC(C)C(=O)NCCCn2ccnc2)c1 (centres undefined)
→ 25.0%	-4.5%	/	-5.5%	4.7	780	i	0.3	2.5%	-0.1%	1.5%
27) Cc1ccc(C)c(N(CC(=O)NC2CCCC2)C(=O)CCC(=O)Nc2nccs2)c1
→ 5.5%	-8.1%	/	-7.8%	5.4	715	i	0.7	-0.8%	-0.9%	0.9%
28) COCc1nnc(NC(=O)CCCOc2ccccc2OC)s1
→ -19.4%	7.2%	0.6%	5.9%	/	/	i	0.5	0.4%	2.6%	-16.3%
29) N/C(=N\OC(=O)c1cccc(Cl)c1)c1cccnc1
→ 3.5%	-5.5%	-9.3%	-6.1%	2.9	761	i	0.6	-1.6%	-1.8%	-18.4%
30) O=C(O)c1cccc(-n2cccc2/C=C2/NC(=O)N(c3cccc(Cl)c3)C2=O)c1
→ 8.6%	-2.3%	/	0.3%	0.2	686	i	0.6	16.6%	33.5%	11.4%

Quoted at random: two compounds from above.
Values run as follows: AID2073	NS5 inhibitors	XIAP antagonists	LYP phosphatase	Hep lipid drop	Hep lipid drop cells 6.5 µM	Myeloid diff MLP	Myeloid diff MLP GFP+ MAC1+ %	SIAH1 antagonists	HIV fusion peptide	NOD2 inhibition
22) Nc1nn(-c2ccccc2)nc1C(=O)OCc1ccccc1
→ 8.4%	-4.6%	/	-7.4%	1.9	665	i	0.4	0.2%	0.8%	-24.9%
27) Cc1ccc(C)c(N(CC(=O)NC2CCCC2)C(=O)CCC(=O)Nc2nccs2)c1
→ 5.5%	-8.1%	/	-7.8%	5.4	715	i	0.7	-0.8%	-0.9%	0.9%

3 entries out of the list above, sorted by the value under SIAH1 antagonists, low to high.
item	SMILES	AID2073	NS5 inhibitors	XIAP antagonists	LYP phosphatase	Myeloid diff MLP GFP+ MAC1+ %	SIAH1 antagonists	HIV fusion peptide	NOD2 inhibition
13	Cc1cccc(NC(=S)NNC(=O)COc2ccc(Cl)cc2Cl)c1	-3.0%	-5.1%	-3.5%	-6.5%	0.5	-6.4%	-2.3%	-3.7%
2	COc1ccc(S(=O)(=O)n2ccnc2)c2cccnc12	10.2%	-9.6%	-1.4%	-11.9%	0.0	4.6%	-2.0%	5.4%
30	O=C(O)c1cccc(-n2cccc2/C=C2/NC(=O)N(c3cccc(Cl)c3)C2=O)c1	8.6%	-2.3%	/	0.3%	0.6	16.6%	33.5%	11.4%

Following part.
Values run as follows: AID2073	NS5 inhibitors	XIAP antagonists	LYP phosphatase	Hep lipid drop	Hep lipid drop cells 6.5 µM	Myeloid diff MLP	Myeloid diff MLP GFP+ MAC1+ %	SIAH1 antagonists	HIV fusion peptide	NOD2 inhibition
31) COc1ccc2cc(S(=O)(=O)c3ccccc3)c(=O)oc2c1
→ 16.8%	0.8%	/	-18.7%	-2.6	677	i	0.1	-3.7%	0.9%	2.7%
32) CSc1ncc(Cl)c(C(=O)Nc2sc3c(c2C(=O)NCc2ccco2)CCCC3)n1
→ 25.5%	/	-4.2%	3.3%	/	/	/	/	-1.3%	-0.6%	21.0%
33) COc1ccc(OC)c(NC(=O)c2ccc(S(=O)(=O)N3CCN(C)CC3)cc2)c1
→ -2.4%	-10.2%	-4.3%	-0.8%	/	/	i	1.6	1.2%	2.9%	12.3%
34) O=C(NCCCO)/C(=C/c1ccc(-c2cccc([N+](=O)[O-])c2)o1)NC(=O)c1ccccc1
→ -3.1%	-3.0%	-9.2%	0.3%	21.8	707	i	0.6	11.2%	-0.4%	-1.9%
35) Cc1cc(C)nc(NC=C2C(=O)OC(C)(C)OC2=O)n1
→ 16.4%	4.6%	/	-2.1%	-3.8	733	i	0.7	-0.2%	-1.7%	-2.9%
36) COc1ccc(Cc2nnc(NC(=O)C(C)C)s2)cc1
→ -20.7%	-0.8%	/	-4.5%	9.6	685	i	0.6	-1.4%	-0.9%	17.6%
37) O=C(O)CCCN1C(=O)/C(=C/C=C/c2ccco2)SC1=S
→ 41.3%	55.6%	/	-7.9%	2.4	699	i	0.4	2.2%	55.6%	5.7%
38) O=C(CN1CCN(Cc2ccc(Cl)cc2)CC1)N/N=C/c1c[nH]c2ccccc12
→ -7.3%	-0.7%	-0.4%	-5.2%	7.4	625	i	1.1	0.2%	0.6%	-1.5%
39) Cc1c(-c2ccccc2)nc(-c2ccccc2)[nH]c1=O
→ -0.2%	-1.3%	-0.2%	1.2%	/	/	i	0.3	9.8%	-0.3%	10.4%
40) Cc1nnc(SCC(=O)Nc2cccc(N)c2)n1-c1ccccc1
→ 5.1%	-0.7%	/	-8.9%	-3.5	797	i	0.4	6.9%	0.2%	-8.1%
41) CCOC(=O)c1nn(-c2ccc(F)cc2)c(C)c1C(C)=O
→ 7.7%	-0.5%	-2.1%	-3.3%	-3.2	776	i	1.8	0.1%	-0.3%	10.0%
42) N#Cc1c(C(F)(F)F)cc(-c2ccc(Cl)cc2)nc1SCC(=O)O
→ 14.6%	9.7%	2.2%	0.5%	-2.0	653	i	0.2	-0.1%	5.0%	7.1%
43) CC[N+](C)(C)CC/C=C1/c2ccccc2Sc2ccc(Cl)cc21
→ 9.7%	/	/	3.2%	-19.9	670	i	0.5	-0.8%	-1.1%	7.6%
44) O=c1[nH]cccc1-c1nc2cc(Cl)ccc2n1Cc1ccccc1
→ 0.8%	-3.3%	/	-11.7%	-4.7	753	i	0.9	5.2%	-0.9%	13.7%
45) CCOc1ccc(C(=O)Nc2ccc(N3CCN(C)CC3)cc2)cc1[N+](=O)[O-]
→ -6.5%	9.4%	-3.5%	-2.7%	-1.3	681	i	0.1	2.0%	0.9%	15.1%
46) COc1ccc(-c2cn[nH]c2-c2ccc(OCc3ccc(F)cc3)cc2O)cc1OC
→ 16.0%	4.8%	/	5.4%	-1.0	709	i	1.0	-4.4%	-3.3%	/
47) COC(=O)c1ccc(NN=Nc2ccc(C)cc2)cc1
→ -2.1%	0.6%	-6.7%	-5.9%	8.7	646	i	0.8	1.0%	2.6%	-111.9%
